M4 ag: CHRM4 agonism in calcium assay | P08173 | CHO-K1 hM4/Gqi5, Fluo-8 calcium fluorescence; vehicle 0%, full acetylcholine response 100% | activation, % at 3 µM | actives 0.14% (n = 360,000);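 active = activation above the run mean over all test wells plus 3 SD, cut at about 32% in these data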;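 also: peak over basal fluorescence ratio per well then scaled between controls; 0% = DMSO wells and 100% = acetylcholine at EC100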
Target sequence (P08173 whole entry, looked up): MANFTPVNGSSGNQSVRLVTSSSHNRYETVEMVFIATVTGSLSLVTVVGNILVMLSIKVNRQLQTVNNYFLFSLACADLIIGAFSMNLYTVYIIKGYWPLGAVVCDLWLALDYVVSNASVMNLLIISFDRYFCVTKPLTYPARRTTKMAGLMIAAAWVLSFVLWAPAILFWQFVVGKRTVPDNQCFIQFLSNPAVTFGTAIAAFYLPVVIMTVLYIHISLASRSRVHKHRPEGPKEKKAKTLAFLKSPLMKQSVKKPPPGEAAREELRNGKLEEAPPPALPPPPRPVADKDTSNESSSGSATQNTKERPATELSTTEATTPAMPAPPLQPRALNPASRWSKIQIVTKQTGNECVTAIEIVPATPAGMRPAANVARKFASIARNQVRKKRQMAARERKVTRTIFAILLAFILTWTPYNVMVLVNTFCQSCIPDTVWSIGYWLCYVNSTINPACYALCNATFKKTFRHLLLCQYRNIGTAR
M1 PAM: positive allosteric modulators of human M1 muscarinic receptor; P11229; CHO-K1 hM1, Fluo-8 calcium fluorescence, ACh EC20; 0% = ACh EC20, 100% = maximal ACh; activation, % at 3 µM; actives 0.088% (n = 360,000); AID 588819; in the data active = activation above about 19%, passing the limit was not always enough
M1 ag parental: nonselective activator or artifact in parental CHO-K1 cells. Fluo-8 calcium fluorescence; scaled to maximal ATP response, vehicle zero. activation, % at 3 µM. actives 0.48% (n = 360,000). AID 602248; in the data active = activation above about 15%;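 also: untransfected CHO-K1 host cells lacking M1 receptor as counterscreen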
CHO-K1 Ca antag: nonselective inhibitor or artifact in parental CHO-K1 cells; ATP-induced calcium, Fluo-8 fluorescence; actives 0.6% (n = 360,000); inhibition, % at 3 µM; AID 602250;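 active = inhibition above a per-plate cutoff, the plate's mean sample inhibition plus 3 SD, cut at about 24% in these data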;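 also: 0% = DMSO plus EC80 ATP and 100% = DMSO alone without ATP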
OXTR potentiator: potentiators of human oxytocin receptor; actives 0.061% (n = 320,000); activation, % at 3 µM; AID 2445; CHO-OTR cells, Fluo-8 calcium fluorescence, potentiator mode; 0% = oxytocin EC15, 100% = EC100; P30559;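 active = activation above that plate's cutoff, the mean activation of tested compounds plus 3 SD, cut at about 6.6% in these data, passing the limit was not always enough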;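 also: 100% uses oxytocin at 75 nM as the full agonist control; some results filed as inactive read as strong as hits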
Target sequence (P30559 whole entry, looked up): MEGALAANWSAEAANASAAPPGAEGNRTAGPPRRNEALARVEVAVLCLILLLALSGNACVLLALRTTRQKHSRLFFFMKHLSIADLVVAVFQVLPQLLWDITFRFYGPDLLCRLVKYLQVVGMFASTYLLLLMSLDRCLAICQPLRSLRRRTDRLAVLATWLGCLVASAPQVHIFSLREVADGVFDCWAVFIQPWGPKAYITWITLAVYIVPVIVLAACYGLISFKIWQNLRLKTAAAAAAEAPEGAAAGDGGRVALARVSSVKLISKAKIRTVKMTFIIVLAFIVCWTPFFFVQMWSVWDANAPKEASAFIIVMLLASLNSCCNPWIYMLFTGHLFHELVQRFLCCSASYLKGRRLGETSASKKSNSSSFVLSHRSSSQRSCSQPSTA
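Measured by – Fluo-8 calcium dye fluorescence · Test system – human OTR in CHO cells · Dosing – one concentration, 3.0 µM compound · Controls – EC15 oxytocin alone as 0%, 75 nM oxytocin as 100% · Evaluation – normalized max/min fluorescence ratio, % activation · Timing – 6 min pre-incubation, 100 s read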
M1 ag: agonists of human M1 muscarinic receptor; CHO-K1 hM1, Fluo-8 calcium fluorescence, agonist mode; 0% DMSO, 100% acetylcholine EC100; activation, % at 3 µM; actives 0.33% (n = 360,000);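 active = activation above the run's mean compound activation plus 3 SD, cut at about 16% in these data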;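 also: peak over basal fluorescence ratio within a 140 s kinetic read after compound addition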
CHRM1 antagonist: antagonists of human M1 muscarinic receptor | P11229 | CHO-K1 hM1, Fluo-8 calcium fluorescence, ACh EC80 antagonist | inhibition, % at 3 µM | actives 1.3% (n = 360,000) | AID 588852;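 active = percent inhibition above its own plate's cutoff, namely the mean of that plate's compound wells plus 3 SD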;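 also: peak over basal fluorescence ratio during 140 s after agonist addition; 0% = ACh EC80 plus DMSO and 100% = DMSO alone without agonist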
CHRM4 antagonist: blocks acetylcholine activation of human M4 receptor; P08173; CHO-hM4 cells, ACh EC80, Fluo-8 calcium fluorescence; inhibition, % at 3 µM; actives 0.73% (n = 360,000); AID 624125;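 active = inhibition above its plate's cutoff, the mean inhibition of sample wells plus 3 SD, cut at about 27% in these data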;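 also: 0% = acetylcholine EC80 with DMSO and 100% = DMSO without agonist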
CHO parental Ca: signal in parental CHO cells, OX1R antagonist counter-screen; parental CHO-K1, ATP-induced calcium, Fluo-8 fluorescence; inhibition, % at 5.6 µM; actives 0.63% (n = 330,000);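 active = inhibition above that plate's mean sample inhibition plus 3 SD, cut at about 26% in these data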;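 also: 0% = ATP-challenged DMSO wells and 100% = DMSO wells without ATP; some compounds past the cut are filed as inactive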
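Test system: untransfected parental CHO cell line. Compound: one dose, 5.6 µM nominal. Detection: intracellular calcium via Fluo-8 no-wash fluorescent dye. Measure: % inhibition. Benchmarks: ATP-challenged DMSO wells low, unchallenged DMSO wells high.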
* hit, by the source's call; . = not tested or not shown.

1) O=C1N(c2ccc3c(c2)OCCO3)C(c2ccccc2)C1(F)F (stereo not drawn)
2) CCOC(=O)C(O)(CC(=O)c1ccc(Cl)cc1)C(=O)OCC
3) Clc1ccc(-c2noc(CSc3nnc(Cc4cccs4)n3-c3ccccc3)n2)cc1
4) O=C(C[n+]1cc(-c2ccccc2)n2c1CCC2)N1c2ccccc2Sc2ccccc21
5) CN1CCN(c2ccccc2NC(=O)c2ccc(-c3cccc([N+](=O)[O-])c3)o2)CC1
6) COc1ccc(C2/C=C\CC(NC(=O)OCC3c4ccccc4-c4ccccc43)CC(=O)N2Cc2ccccc2F)cc1 (stereo not drawn)
7) C/C(=N\NS(=O)(=O)c1ccc([N+](=O)[O-])cc1)c1ccc2c(c1)OCO2
8) Cc1ccc(N(CC(=O)NC(C)C)C(=O)CCC(=O)Nc2nccs2)c(C)c1
Compound,1,2,3,4,5,6,7,8
M4 ag,0,2,6,0,7,2,1,0
M1 PAM,-4,1,-3,-26,-7,0,12,5
M1 ag parental,-0.4,0.1,-0.1,0.3,2.2,0.9,1.0,3.0
CHO-K1 Ca antag,-5,-12,-12,-6,20,-19,1,-14
OXTR potentiator,-3,-7,-6,2,7,.,.,-6
M1 ag,-7,-5,-8,-8,-11,-4,-3,-4
CHRM1 antagonist,1,2,-2,99*,-2,-3,-16,-14
CHRM4 antagonist,-2,7,-5,64*,1,-13,2,-7
CHO parental Ca,-3,-8,1,-6,-12,-23,.,-14

9) O=C(Nc1cccc(S(=O)(=O)NC2=NCCC2)c1)c1ccc(C(F)(F)F)cc1
10) Cc1cccc(NC(=S)NNC(=O)CCn2cc(C)cn2)c1
11) CC(C)c1ccc(/C=C(\c2nc3ccccc3[nH]2)S(=O)(=O)c2ccccc2)cc1
12) COC(=O)c1c(C)n(-c2ccc(C)cc2)c2ccc(O)cc12
13) O=C(NCc1ccc(F)cc1)c1cc(S(=O)(=O)N2CCOCC2)ccc1F
14) COc1cc(Cl)c(C)cc1NC(=O)c1ccc(S(C)(=O)=O)cc1
15) N#CC1(NC(=O)CSc2nnc3n2CCCCC3)CCCCC1
16) COc1ccccc1NC(=O)CS(=O)(=O)c1cn(CC(=O)N2CCOCC2)c2ccccc12
Compound,9,10,11,12,13,14,15,16
M4 ag,5,2,-1,-2,1,3,0,1
M1 PAM,9,-9,4,4,-2,6,1,4
M1 ag parental,0.2,-0.1,-0.2,-0.1,0.3,1.5,-0.1,0.6
CHO-K1 Ca antag,-12,-12,-5,-16,3,-10,0,-10
OXTR potentiator,-6,-4,7,-11,-3,-22,-7,-1
M1 ag,1,-2,-7,-2,-4,-2,-5,-4
CHRM1 antagonist,-16,18,-4,-9,3,-4,4,-4
CHRM4 antagonist,-6,12,7,-1,7,8,-1,5
CHO parental Ca,-21,-10,-19,-14,-16,-6,-2,-17

2 entries drawn at random from those above, as already listed:
13) O=C(NCc1ccc(F)cc1)c1cc(S(=O)(=O)N2CCOCC2)ccc1F
15) N#CC1(NC(=O)CSc2nnc3n2CCCCC3)CCCCC1
Compound,13,15
M4 ag,1,0
M1 PAM,-2,1
M1 ag parental,0.3,-0.1
CHO-K1 Ca antag,3,0
OXTR potentiator,-3,-7
M1 ag,-4,-5
CHRM1 antagonist,3,4
CHRM4 antagonist,7,-1
CHO parental Ca,-16,-2

Going on with the list:
17) O=C(CCc1ccccn1)N1CCCC(CNS(=O)(=O)c2cccs2)C1 (stereo not drawn)
18) NS(=O)(=O)c1ccc(CCNC(=O)Nc2ccc(Cl)cc2)cc1
19) OC[C@@H]1CN(Cc2cccc(C(F)(F)F)c2)C[C@H](n2cnc3c(NC4CC4)ncnc32)O1
20) Cc1cc(C(C)(C)C)cc(CN2CCN(S(=O)(=O)c3cccs3)CC2)c1O
21) CCOC(=O)c1ccc(N2C(=O)C(O)=C(C(C)=O)C2c2ccc(O)c(OC)c2)cc1 (stereo not drawn)
22) NC(=O)C1CCCN(C(=O)c2cccc(S(=O)(=O)N(Cc3ccccc3)c3ccccc3)c2)C1 (stereo not drawn)
23) COC(=O)c1c(NC(=O)CN(c2ccccc2)S(C)(=O)=O)sc2c1CCCC2
24) CCCCn1c(CN2CCOCC2)nc2c1c(=O)n(C)c(=O)n2C
Compound,17,18,19,20,21,22,23,24
M4 ag,2,1,2,1,1,3,2,21
M1 PAM,7,10,4,3,5,-2,7,-9
M1 ag parental,-0.1,0.2,2.1,0.9,0.9,-0.2,0.9,5.5
CHO-K1 Ca antag,-13,8,-11,-15,-4,-9,1,4
OXTR potentiator,-12,-7,.,.,-3,-4,-11,-4
M1 ag,-6,0,-1,0,0,-4,-8,-1
CHRM1 antagonist,-10,-6,-8,-2,-6,3,-6,18
CHRM4 antagonist,-11,12,-3,-24,3,-23,-12,0
CHO parental Ca,9,11,.,.,-7,-12,-23,-4

25) COc1ccc(CNC(=O)C2(CC3CC(c4ccccc4)=NO3)CCN(C(=O)c3cccc(O)c3)CC2)cc1 (stereo not drawn)
26) COC(=O)C1=C(O)/C(=C\c2ccc(O)c(OC)c2)N=C1C
27) C/C(=N\NC(=O)c1ccn[nH]1)c1cn(C)nc1C
28) COc1ccc(N(CC(=O)Nc2cc(OC)c(OC)cc2C(=O)O)S(=O)(=O)c2c(C)noc2C)cc1
29) COc1ccc(Cl)cc1NC(=O)CN(c1ccccc1)S(=O)(=O)N(C)C
30) CCOC(=O)C1=C(COC(=O)COc2ccc(C#N)cc2)NC(=O)NC1C (stereo not drawn)
31) CC(=O)c1ccc(-n2c(C)ccc2-c2ccccc2)cc1
32) O=C(NCCCN1CCOCC1)C(c1ccccc1)c1ccccc1
Compound,25,26,27,28,29,30,31,32
M4 ag,3,0,0,0,3,4,2,1
M1 PAM,1,0,6,2,1,0,-4,-5
M1 ag parental,0.3,0.2,-0.1,0.5,1.0,4.3,-0.3,0.4
CHO-K1 Ca antag,15,-10,21,-11,-3,-15,1,-5
OXTR potentiator,1,-9,-2,-2,-15,-6,8,-5
M1 ag,-4,-4,0,0,-4,2,-10,-7
CHRM1 antagonist,3,9,5,1,-4,3,-1,5
CHRM4 antagonist,6,7,8,-3,-3,7,5,-1
CHO parental Ca,-19,7,-1,-5,-24,7,-20,-7

The last 4 records of the part above open the next one.
29) COc1ccc(Cl)cc1NC(=O)CN(c1ccccc1)S(=O)(=O)N(C)C
30) CCOC(=O)C1=C(COC(=O)COc2ccc(C#N)cc2)NC(=O)NC1C (stereo not drawn)
31) CC(=O)c1ccc(-n2c(C)ccc2-c2ccccc2)cc1
32) O=C(NCCCN1CCOCC1)C(c1ccccc1)c1ccccc1
33) Cc1cnc(NC(=O)CSc2c(Cl)cccc2Cl)s1
34) CCn1cc(C(=O)N2CCOCC2)c(=O)c2cc(S(=O)(=O)N(C)C)ccc21
35) C=CCNc1oc(COc2ccc(C)cc2)nc1C#N
36) O=c1[nH]c(Cc2ccc(Cl)cc2)nc2ccccc12
37) Cc1ccc(SCCc2ccc(C)nc2)cc1
38) O=C(Nc1ccc(N2CCOCC2)nc1)c1cccs1
39) COc1ccccc1/C=C/C(=O)NCC(=O)N/N=C/c1ccc(C)o1
40) COc1ccccc1NS(=O)(=O)c1cc(NC(=O)c2cccs2)ccc1N1CCOCC1
Compound,29,30,31,32,33,34,35,36,37,38,39,40
M4 ag,3,4,2,1,3,0,2,1,1,5,1,7
M1 PAM,1,0,-4,-5,-2,2,2,7,7,7,14,-2
M1 ag parental,1.0,4.3,-0.3,0.4,0.8,0.1,1.1,-0.1,0.3,2.1,0.6,3.1
CHO-K1 Ca antag,-3,-15,1,-5,0,3,1,2,-1,-3,-13,-6
OXTR potentiator,-15,-6,8,-5,-16,2,-1,-4,-7,-18,-11,-5
M1 ag,-4,2,-10,-7,-5,-5,-7,-4,-5,-2,-3,-4
CHRM1 antagonist,-4,3,-1,5,1,-6,-8,-6,-18,-6,-7,5
CHRM4 antagonist,-3,7,5,-1,-5,-10,-32,1,-9,-3,-6,0
CHO parental Ca,-24,7,-20,-7,-18,2,-10,-20,-12,4,-13,-2

41) COC(=O)c1c(NC(=O)CC2SCC(C(=O)OC)NC2=O)sc2c1CCCC2 (stereo not drawn)
42) COc1cccc(C(=O)NCCCNc2nc3cc(C)cc(C)c3cc2C#N)c1
43) Cc1ccc(NC(=O)COc2ccc(/C(N)=N/O)cc2)cc1C
44) Cc1ccc(-c2cn3c(=O)cc(C)[nH]c3n2)cc1
45) CC1CCCC(C)N1/N=C/c1ccc(Cl)cc1 (stereo not drawn)
46) O=C(CCCC(=O)OCC(F)(F)C(F)F)Nc1ccccc1F
47) c1cncc(-c2noc(-c3ccco3)n2)c1
48) COC(=O)c1c(C)oc(C)c1S(=O)(=O)NCC1CC1
Compound,41,42,43,44,45,46,47,48
M4 ag,1,5,1,0,1,1,0,0
M1 PAM,-1,-12,4,9,-4,12,0,2
M1 ag parental,1.3,1.4,4.6,0.0,-0.3,1.8,-0.3,0.9
CHO-K1 Ca antag,-3,-11,4,5,2,-4,-6,1
OXTR potentiator,-5,.,-6,-5,-3,-24,-9,-4
M1 ag,-3,-3,-2,-2,0,1,-3,-4
CHRM1 antagonist,5,8,3,-9,-12,-4,-2,-13
CHRM4 antagonist,-2,-2,-9,2,7,-4,7,-2
CHO parental Ca,-12,.,-1,-8,7,-10,2,-2

49) COc1cccc(-c2cc(N3CCN(C(=O)c4ccoc4)CC3)n3nc(-c4cccc(Cl)c4)cc3n2)c1
50) Cc1ccc(C)c(N2N=C(C(=O)N(CC(C)C)c3c(N)n(Cc4ccccc4)c(=O)[nH]c3=O)CCC2=O)c1
51) CCCOC(=O)c1ccc(S(N)(=O)=O)o1
52) Cc1cc(C)c(C(=O)c2cccs2)c(C)c1
53) CN(C(=O)CSc1nncn1-c1ccccc1)c1ccccc1
54) COC(=O)c1c(CSc2ccc(Cl)cc2)noc1C(=O)NCc1ccco1
55) O=C(Nc1nncs1)C12CC3CC(CC(Cl)(C3)C1)C2
56) CC1CCCCC1NC(=O)C1CCN(c2c3c(nc4ncnn24)CCC3)CC1 (stereo not drawn)
57) CCOc1cc(CN2CCN(c3cccc(C(F)(F)F)c3)CC2)ccc1OC
58) CC(NC(=O)COC(=O)c1ccccc1O)c1ccccc1 (stereo not drawn)
Compound,49,50,51,52,53,54,55,56,57,58
M4 ag,0,1,1,-1,1,5,1,0,-4,1
M1 PAM,0,9,1,1,6,-7,6,6,-2,10
M1 ag parental,-0.1,2.5,0.4,0.0,2.7,0.4,2.1,0.5,1.0,1.0
CHO-K1 Ca antag,-3,-6,9,-8,-3,-5,-11,-5,-12,-2
OXTR potentiator,.,-3,8,.,-2,-12,.,-4,-5,.
M1 ag,-2,3,-4,-5,-5,-10,-5,2,-8,1
CHRM1 antagonist,-3,-3,1,-2,-3,0,-3,-2,-4,-14
CHRM4 antagonist,0,-2,3,-17,-4,2,-1,6,-12,-14
CHO parental Ca,.,-18,2,.,4,-1,.,2,-35,.

Bioassay records as filed in PubChem.
